NCOA2 inhibitor – human SRC2 (NCOA2) inhibition; AID 651957; HEK293 GAL4-SRC2 luciferase reporter, luminescence; Q15596; inhibition, % at 9 µM; 370,000 compounds, 0.17% hits;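 active = inhibition above the mean inhibition of all tested compounds plus 3 SD, set per campaign, cut at about 52% in these data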;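 note: 0% = DMSO treated cells and 100% = cells given Gossypol at 36 µM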
SRC1 inh – human NCOA1 inhibition; Q15788; HEK293 GAL4-SRC1 luciferase reporter, luminescence; inhibition, % at 3.6 µM; 360,000 compounds, 0.12% hits; AID 588354;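 active = inhibition above the campaign mean plus 3 SD, with each screening campaign given its own cutoff, cut at about 60% in these data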;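 note: 0% = DMSO treated cells and 100% = gossypol at 36 µM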
TLR9-MyD88 block – TLR9-MyD88 interaction inhibition | CHO BLA complementation TLR9-MyD88, CCF4 FRET ratio | inhibition, % at 4.98 µM | 340,000 compounds, 0.21% hits | AID 504734;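 active = inhibition above the mean over all tested compounds plus 3 SD, cut at about 21% in these data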;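 note: 0% = DMSO only wells and 100% = clavulanate BLA inhibitor control wells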
COUP-TFII inh – inhibitors of human COUP-TFII (NR2F2). HEK293T NGFI-A luciferase reporter, luminescence. inhibition, % at 8.6 µM. 370,000 compounds, 0.7% hits;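 active = inhibition above a per-plate cutoff, mean inhibition of test wells between control levels plus 3 SD, cut at about 38% in these data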;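 note: cells cotransfected with COUP-TFII expression vector driving the NGFI-A reporter; 0% = median of COUP-TF2 test wells and 100% = reporter-only cells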
Target sequence (P24468 whole entry, looked up): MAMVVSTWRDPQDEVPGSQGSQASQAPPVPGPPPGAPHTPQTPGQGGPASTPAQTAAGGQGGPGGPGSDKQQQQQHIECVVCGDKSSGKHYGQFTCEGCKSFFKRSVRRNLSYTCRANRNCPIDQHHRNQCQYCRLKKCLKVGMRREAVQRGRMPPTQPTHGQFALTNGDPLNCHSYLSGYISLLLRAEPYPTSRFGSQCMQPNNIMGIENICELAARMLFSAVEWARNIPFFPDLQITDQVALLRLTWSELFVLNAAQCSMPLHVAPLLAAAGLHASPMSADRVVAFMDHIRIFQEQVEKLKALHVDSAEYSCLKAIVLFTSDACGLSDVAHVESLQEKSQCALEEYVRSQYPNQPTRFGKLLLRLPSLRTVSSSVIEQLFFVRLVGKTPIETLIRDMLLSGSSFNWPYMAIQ
EBV LMP1 NFkB – reduces LMP1-driven NF-kappaB luciferase signal | inhibition, % at 12.5 µM | AID 504558 | 350,000 compounds, 0.69% hits | LMP1-induced NF-kappaB luciferase reporter cells, luminescence; in the data active = inhibition above about 41%;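 note: 0% = neutral control wells and 100% = reference inhibitor control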
NR5A2 inv ag – NR5A2 inverse agonism in reporter assay; 360,000 compounds, 0.13% hits; O00482; HEK293T StAR-luciferase reporter, LRH-1 transfected, 24 h; inhibition, % at 3.6 µM;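 active = inhibition above the mean inhibition of all tested compounds plus 3 SD, cut at about 73% in these data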;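 note: 0% = DMSO wells and 100% = reporter-only cells lacking LRH-1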
Target sequence (O00482 whole entry, looked up): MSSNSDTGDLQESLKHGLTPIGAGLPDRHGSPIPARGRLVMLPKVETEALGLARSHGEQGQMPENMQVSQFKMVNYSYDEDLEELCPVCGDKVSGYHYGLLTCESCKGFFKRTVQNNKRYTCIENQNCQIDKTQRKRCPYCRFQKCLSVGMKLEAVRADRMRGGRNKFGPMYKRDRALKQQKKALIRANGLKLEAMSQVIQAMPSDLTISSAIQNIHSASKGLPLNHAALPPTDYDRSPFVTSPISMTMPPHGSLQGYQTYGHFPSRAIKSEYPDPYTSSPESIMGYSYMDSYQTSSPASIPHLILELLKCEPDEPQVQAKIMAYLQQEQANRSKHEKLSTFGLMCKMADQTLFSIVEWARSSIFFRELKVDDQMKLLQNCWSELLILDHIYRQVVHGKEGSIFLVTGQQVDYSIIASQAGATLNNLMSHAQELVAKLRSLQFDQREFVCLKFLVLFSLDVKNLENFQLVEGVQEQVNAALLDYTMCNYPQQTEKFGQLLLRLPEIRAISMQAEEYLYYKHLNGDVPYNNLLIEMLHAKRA
TROY NFkB inh – inhibitors of TROY-dependent NF-kB signaling; Q293 LMP1-TROYcd NF-kB luciferase reporter, 4 h; inhibition, % at 10 µM; 360,000 compounds, 0.98% hits; AID 1347056;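 active = compounds whose plate-normalised and pattern-corrected inhibition of the luciferase reporter signal at the single screening dose is 50% or more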
SRC3 inh – inhibits human SRC3 coactivator; inhibition, % at 3.6 µM; 360,000 compounds, 0.17% hits; HEK293 GAL4-SRC3 luciferase reporter, luminescence; Q9Y6Q9;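 active = inhibition above a per-campaign cutoff, the mean of all compounds plus 3 SD, cut at about 60% in these data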;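 note: 0% = DMSO-treated cells and 100% = gossypol-treated cells at 36 µM; higher means less SRC3-driven luciferase light from the GAL4 reporter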
Vif inh – HIV Vif inhibition | HEK293T cells, Vif self-association by quenched fluorescence, imaging, 24 h | inhibition, % at 7.49 µM | 340,000 compounds, 0.35% hits; in the data active = inhibition above about 50%, passing the limit was not always enough; note: some results filed as inactive read as strong as hits
NOD2-RIPK2 inh – blocks binding of human NOD2 to RIPK2; inhibition, % at 4.98 µM; CHO BLA complementation NOD2-RIPK2, CCF4 ratio; 360,000 compounds, 0.38% hits; O43353; in the data active = inhibition above about 21%;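 note: 0% = vehicle only and 100% = reference blocker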
C8 TRAIL sens – caspase-8 TRAIL sensitization; inhibition (viability loss, TRAIL sensitization), % at 10 µM; 360,000 compounds, 1% hits; NB7+C8 cells + TRAIL, ATPlite viability luminescence;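 active = compounds causing at least 50% loss of cell viability in the single-dose screen, relative to plate controls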
* = called active by the depositor; / = not tested or not shown. Some of the compounds tested; count on the stated rates, not on these rows.

SMILES	NCOA2 inhibitor	SRC1 inh	TLR9-MyD88 block	COUP-TFII inh	EBV LMP1 NFkB	NR5A2 inv ag	TROY NFkB inh	SRC3 inh	Vif inh	NOD2-RIPK2 inh	C8 TRAIL sens
O=C(Nc1ccccc1Cl)C1CCCN(S(=O)(=O)c2ccc(-n3cnnn3)cc2)C1 (centres undefined)	1	6	-1	-5	6	-4	13	-10	4	-11	2
Cc1cccc(NC(=O)c2ncn3c2C(=O)NC[C@@H]3C)c1	10	7	-8	-17	3	24	-2	-8	-16	-2	1
CCCOc1ccc(-c2nn(-c3ccccc3)cc2/C=C2\SC(N)=NC2=O)cc1C	-9	1	-3	3	-25	11	-8	12	-12	-1	16
O=S(=O)(NCCSc1ccccc1)c1ccc(F)cc1	-13	5	1	0	3	9	2	30	-7	-7	-5
COc1cc(C(=S)N2CCN(c3cccc(Cl)c3)CC2)ccc1O	-35	23	-14	-3	-25	28	23	22	27	10	-25
O=C1NC(NS(=O)(=O)c2ccccc2)(C(F)(F)F)C(=O)N1c1cccc(Cl)c1 (centres undefined)	-2	-4	-4	-12	9	-11	1	-9	-7	0	19
COCC(C)N1CCC(Oc2cccc(C(=O)NCCc3ccccc3)c2)CC1 (centres undefined)	-91	-36	-5	0	5	-4	-51	3	-2	1	-2
CN(NC(=O)C1CC(=O)N(c2ccccc2)C1)C1=NS(=O)(=O)c2ccccc21 (centres undefined)	-22	11	14	-2	5	-19	-13	-3	28	-3	2
COc1ccc(-n2nnnc2SCC(=O)c2ccc3c(c2)OCCO3)cc1	2	-24	1	-12	5	2	20	13	-6	5	-17
O=S(=O)(c1ccc2c(c1)OCCO2)N1CCC(n2cnc3cc(F)ccc32)CC1	13	7	3	19	-6	-1	29	12	-11	6	-1
CC[C@]12c3[nH]c4ccc(OC)cc4c3CCN1C(=O)C(CC(=O)NC/C=C(\C)CCC=C(C)C)C[C@@H]2C(=O)N1CCN(C(=O)c2ccco2)CC1 (some centres undefined)	3	-11	-2	9	6	17	12	0	0	-6	-2
Cc1ccc(S(=O)(=O)Cn2nnnc2CN(Cc2ccco2)Cc2cccs2)cc1	-1	-17	-12	12	0	22	22	-13	22	-6	-1
CCCc1cc(=O)oc2cc(OCC(=O)Nc3ccc(S(N)(=O)=O)cc3)ccc12	2	-9	-8	-10	-6	-11	-2	6	-2	-6	-7
Cc1ccc(C(C[N+](=O)[O-])c2c(N)n(C)c(=O)n(C)c2=O)cc1 (centres undefined)	-6	5	-10	9	6	9	14	-4	7	-5	12
N#C/C(=C\c1ccc(F)cc1)c1nc(-c2ccco2)cs1	-8	-62	2	2	-41	-25	-34	-79	59*	-3	11
COc1ccc(Nc2cc(C)c3cc([N+](=O)[O-])ccc3n2)cc1	5	-16	19	-15	-7	-9	-13	-23	-3	18	-4
Cc1sc2ncnc(Sc3ccccc3C(=O)Nc3ccccc3Cl)c2c1C	17	-18	3	3	9	-14	11	-38	0	4	-2
O=C(Nc1cc2c(cc1Cl)OCCO2)c1ccco1	-42	-74	2	-37	-16	-123	-44	-56	-12	3	6
O=C(O)C(c1ccccc1)N1C(=O)c2cccc3cccc(c23)C1=O (centres undefined)	9	-1	-1	-10	-4	1	0	11	-1	-12	-23
Cc1noc(C)c1/C=N/Nc1ccccn1	-2	-13	-3	5	-2	-9	-2	2	-5	-4	-20
Nc1ncc(Br)cc1S(=O)(=O)NCCC(=O)NCCc1ccccc1	-14	12	7	-18	5	-13	-4	-2	7	2	1
Cc1oc2nc(SCC(=O)NCc3cccnc3)nc(N)c2c1C	-33	4	0	10	0	-15	9	2	-1	6	1
COc1cccc(/C=C2\SC(=O)NC2=O)c1OCc1ccc(C(=O)O)cc1	10	-14	-3	-5	0	7	-19	13	-2	-9	-5
CCOC(=O)c1ccc2c(c1)C(=O)N(C1CCCCC1)C2=O	14	-8	0	0	-1	-2	-45	0	1	-9	-2
O=C1NCCn2nc3ccccc3c21	-4	4	-3	18	3	-5	-3	-9	-18	-16	8
COc1ccc(-c2[nH]ncc2CN2CCC(OCc3cccnc3)CC2)c(F)c1	0	6	3	9	9	3	17	15	12	0	-5
Cc1ccccc1C(=O)Nc1ccccc1-n1cccc1	-4	13	-1	14	3	-5	-37	8	/	-3	-14
O=C1OC(N2CCN(Cc3ccccc3)CC2)c2ccccc21 (centres undefined)	-2	-18	-2	13	-1	16	13	-5	11	10	-10
NC(Cc1ccc(F)cc1)c1csc(Nc2ccc(C(=O)c3ccccc3)cc2)n1 (centres undefined)	1	5	/	19	/	7	36	-6	-13	10	42
CC(=O)c1cccc(NC(=S)NC(=O)c2ccc(Cl)cc2)c1	-49	-70	-5	-33	-15	-81	-73	-70	-3	5	17
Cc1cccc(NC(=O)/C=C/c2ccc3c(c2)OCO3)n1	-41	-94	-2	-36	-24	-160	-33	-97	1	-3	80*
COCCn1c(=NC(=O)CCS(=O)(=O)c2ccccc2)sc2c(OC)ccc(OC)c21	2	5	1	6	11	-8	0	3	5	8	-19
COc1ccc(NC(=O)CN(C)C(=O)C23CC4CC(CC(C4)C2)C3)cc1	5	-24	1	10	-9	7	-12	5	/	-8	5
COc1ccc(C)cc1NC(=O)CC1COc2ccccc2O1 (centres undefined)	29	-11	12	-3	-6	-2	-22	11	-3	5	-12
Cc1ccc(NC(=S)N2CCCC(c3nc4ccc(C)cc4[nH]3)C2)c(C)c1 (centres undefined)	-13	-14	-6	15	-2	-1	7	-2	-5	-9	13
O=C(O)CCNc1ccc(Cl)cc1	16	18	-1	-10	5	-7	1	19	16	-3	5
CCOC(=O)c1c(-c2ccc(C)o2)csc1NC(=O)CN1CCC(C(N)=O)CC1	17	1	-2	5	5	3	-9	-9	-9	1	-4
Cc1cc(OCC(=O)N(C)Cc2ccccc2)ccc1Cl	-19	-44	-5	6	-24	-37	-31	-36	-5	-15	3
O=C1/C(=C\c2ccccc2)CCc2c1[nH]c1ccccc21	-38	-103	9	-46	-25	-120	-49	-56	-2	12	13
CCc1ccccc1NC(=O)N1CCC(NC(=O)C(Cc2ccccc2)NC(C)=O)CC1 (centres undefined)	-43	19	6	12	-3	-19	14	13	-5	-2	2
COc1ccccc1N(CC(=O)Nc1ccc(C(F)(F)F)cc1)S(C)(=O)=O	23	-6	-7	-17	5	-2	-4	-6	-4	-1	-4
O=C(CSc1n[nH]c(=O)[nH]c1=O)Nc1cccc(S(=O)(=O)N2CCOCC2)c1	10	7	4	-10	1	3	0	14	-5	-12	0
Cc1ccc(NC(=O)COc2cccc3ccccc23)c(O)c1	6	-10	-11	-12	-3	-8	-10	2	-2	-2	0
CCOC(=O)c1c(C)nn(-c2ccc(NC(=O)/C=C/C(=O)O)cc2)c1C	61*	-65	3	65*	14	39	45	51	1	-5	3
CCc1ccc(/C(C)=N/NC(=O)CNC(=O)/C=C/c2ccco2)cc1	/	10	-3	/	-6	-21	1	-6	7	-20	-4
Nc1nnc(/C=C/c2cccc([N+](=O)[O-])c2)s1	-13	-4	6	-17	-33	-21	-2	-36	0	1	-10
COc1ccc(CCNC(=O)C2CC3Cn4c(nc5ccccc54)C3N2Cc2ccccc2)cc1 (centres undefined)	0	-2	5	2	-11	-8	5	-2	0	-1	-14
Cc1cc2c(c(Sc3ccccc3)n1)C(=O)OC2	-10	-6	-8	-5	-8	4	-14	1	-2	-2	0
CC(C)(C)C1CCC(=NOC(=O)c2ccc(F)cc2)CC1 (centres undefined)	6	5	-4	-6	1	6	1	-1	1	5	-10
C=CCNc1ncnc2c1ncn2[C@H]1CN(CCOC)C[C@@H](CO)O1	-1	-19	/	-14	/	-7	4	18	/	-3	9
Cc1ccc(C)c(S(=O)(=O)Nc2cc(C)on2)c1	22	-3	6	5	-4	14	-20	4	8	-2	6
Cc1cc(Cl)ccc1NC(=O)CCC(=O)N/N=C/c1cccnc1	0	-1	-2	-4	-3	10	0	11	-6	-5	2
O=C(CNC(=O)Cc1ccccc1)NCC(=O)OCc1ccccc1	-30	5	-14	5	-6	15	1	2	4	-5	-3
Cc1ccc(SCc2cc(=O)n(C)[nH]2)cc1	12	13	3	10	-11	22	-38	16	2	6	1
COc1ccc(/C=C/C(=O)NC(=S)Nc2cc3oc4ccccc4c3cc2OC)cc1	6	12	5	11	-7	17	12	1	5	-15	1
CC1Cc2ccccc2N1S(=O)(=O)c1cnc(Cl)c(Br)c1 (centres undefined)	-6	-20	5	5	-3	14	7	23	2	0	-9
CC(=O)Cc1nsc(NC(=O)c2cccc(F)c2)n1	-39	-99	9	-16	-18	-47	-30	-65	6	2	-3
Fc1ccc(NC(=S)N2CCc3[nH]c4ccccc4c3C2)cc1	-16	5	5	1	-7	8	-17	20	-1	-2	0
Cc1ccc(C(=O)NNC2=Nc3cc([N+](=O)[O-])ccc3OC2)cc1	-19	-16	-4	-11	-21	-44	-32	-8	2	-5	-18
CC(=O)NC1C(=O)N=C(SCC(=O)Nc2ccc(C(F)(F)F)cc2Cl)NC1=O (centres undefined)	0	-6	3	7	-3	27	7	10	-3	-3	5

Pulled by structure from above, 3 records:
SMILES	NCOA2 inhibitor	SRC1 inh	TLR9-MyD88 block	COUP-TFII inh	EBV LMP1 NFkB	NR5A2 inv ag	TROY NFkB inh	SRC3 inh	Vif inh	NOD2-RIPK2 inh	C8 TRAIL sens
COc1ccc(Nc2cc(C)c3cc([N+](=O)[O-])ccc3n2)cc1	5	-16	19	-15	-7	-9	-13	-23	-3	18	-4
COCCn1c(=NC(=O)CCS(=O)(=O)c2ccccc2)sc2c(OC)ccc(OC)c21	2	5	1	6	11	-8	0	3	5	8	-19
CN(NC(=O)C1CC(=O)N(c2ccccc2)C1)C1=NS(=O)(=O)c2ccccc21 (centres undefined)	-22	11	14	-2	5	-19	-13	-3	28	-3	2

(listing goes on)
SMILES	NCOA2 inhibitor	SRC1 inh	TLR9-MyD88 block	COUP-TFII inh	EBV LMP1 NFkB	NR5A2 inv ag	TROY NFkB inh	SRC3 inh	Vif inh	NOD2-RIPK2 inh	C8 TRAIL sens
COC(=O)Cn1c(CN2CCOCC2)nc2c1c(=O)n(C)c(=O)n2C	-1	8	-11	-3	2	19	-10	5	/	-2	-6
CN(C)c1ccc(-c2ccnc3c2CC(C)(C(=O)Nc2ccc(Cl)cc2)O3)cc1 (centres undefined)	-10	3	/	1	/	-12	-1	-9	/	-5	9
COC(=O)C(O)(CC(=O)c1ccc(OC)cc1)C(F)(F)F (centres undefined)	-3	2	-15	-5	6	-41	-6	-1	1	-6	-15
O=C(COC(=O)C1C2CC3OC(=O)C1C3C2)Nc1cccc(Cl)c1 (centres undefined)	-20	-24	0	-12	0	-4	-13	-1	24	5	-8
CC(C)C[C@@H](CN1CCC[C@H]1CN1C(=O)C(=O)NC[C@@H]1Cc1ccc(O)cc1)N1C[C@H](Cc2ccccc2)N(CC2CCCCCC2)C(=O)C1=O	20	/	/	14	/	3	5	/	/	-8	-11
COc1cc(S(=O)(=O)Nc2ccncc2)ccc1F	1	-6	1	-8	0	-9	7	19	-1	3	-4
COc1ccc(OCc2nnc(SCC(=O)N3CCOCC3)o2)cc1	13	11	-1	-8	2	-1	-17	6	3	-4	0
O=C(CC1C(=O)NCCN1C(=O)c1ccccc1)Nc1cc(Cl)ccc1Cl (centres undefined)	-13	15	-5	9	-6	-3	3	11	12	-7	1

Screening data deposited in PubChem by several laboratories.
